# TcdB inh: TcdB glycohydrolase inhibitors, primary screen, biochemical, single point, plate reader | 350,000 tested, 0.24% active | inhibition, % at 9.99 µM | AID 652162, 2013 | TcdB glycohydrolase enzymatic assay; in the data active means inhibition above about 10%
# Numbers without * were called inactive; & = joins results of further samples. A portion of the library, so the mix of outcomes need not match the whole.
SMILES,TcdB inh
COc1cccc(NC(=O)N[C@@H]2C=C[C@H](CC(=O)N3CCN(C)CC3)O[C@@H]2CO)c1,0.9
O=C(NCc1ccccc1)C1C(c2ccccc2)=Nc2ccccc2N1C(=O)c1ccncc1 (centres undefined),0.8
C[C@H]1CN([C@@H](C)CO)C(=O)c2cc(NC(=O)CCCCCC(=O)Nc3ccccc3N)ccc2O[C@@H]1CN(C)C(=O)Nc1cccc2ccccc12,-1.2
C[C@H](CO)N1C[C@H](C)[C@@H](CN(C)Cc2ccc(Oc3ccccc3)cc2)OCc2ccccc2-c2c(n(C)c3ccccc23)C1=O,0.7
Cc1ccc(-c2ccccc2[C@H]2[C@@H](C#N)N(C(=O)Cc3cccnc3)[C@H]2CO)cc1,-0.4
C[C@H](CO)N1C[C@H](C)[C@H](CN(C)S(=O)(=O)c2ccccc2)Oc2ccc(NC(=O)Nc3ccc(C(F)(F)F)cc3)cc2C1=O,0.9
CC(=O)OCC(C)n1c(=O)c2ccccc2n1C(C)=O (centres undefined),0.5
O=C(c1ccccc1)N1CC(=O)N2[C@H](CO)[C@H](c3ccc(C#CCC4CCCC4)cc3)[C@@H]2C1,-0.5
Cc1ccc(C(=O)N2c3ccccc3N=C(c3ccccc3)C2C(=O)NC(C)C)cc1 (centres undefined),0.8
CC(C)NC(=O)N[C@@H]1C[C@@H]2O[C@H](CO)CC[C@@H]2O[C@@H]1CCc1ccc(-c2ccccc2F)cc1,-0.2
CC(C)NC(=O)CN1CCN(C(c2ccnc3ccccc23)c2nnnn2-c2ccc3c(c2)OCCO3)CC1 (centres undefined),0.3
O=C(c1cccnc1)N1CC2(C1)[C@H](c1ccccc1)[C@H](CO)N2C(=O)c1cccnc1,-0.4
CC(C)(C)n1nnnc1C1c2ccccc2C(=O)N1CCc1c[nH]c2ccccc12 (centres undefined),-9.4
CO[C@H]1CN(C)C(=O)c2ccc(NC(=O)c3ccccc3F)cc2OC[C@H](C)NC[C@@H]1C,-11
CC(C)C#Cc1ccc([C@@H]2[C@@H](CO)N3C(=O)CN(C(=O)NC4CCCC4)C[C@H]23)cc1,0.3
COc1cc([N+](=O)[O-])ccc1-c1ccc(/C=N/NC(=O)c2ccccc2O)o1,0.1
O=C(C[C@H]1C=C[C@@H](NS(=O)(=O)c2ccccc2)[C@@H](CO)O1)NCc1ccc(Cl)c(Cl)c1,0.0
COC(=O)[C@]1(Cc2ccccc2)NC=C(C(=O)c2ccccc2)[C@@H]1c1cccc(OC)c1,0.7
Cc1ccc(S(=O)(=O)Nc2ccc3c(c2)C(=O)N([C@@H](C)CO)C[C@H](C)[C@H](CN(C)C(=O)Nc2c(C)noc2C)OCCCC[C@@H](C)O3)cc1,-0.8
CCC(=O)N1[C@H](C#N)[C@@H](c2ccccc2-c2cccc(C)c2)[C@H]1CO,0.4
COC(=O)C1=C(C)N(Cc2ccc(C(F)(F)F)cc2)C(=NCc2ccc(OC)cc2)NC1c1ccccc1C(F)(F)F (centres undefined),0.8
COC(=O)c1sc(NC(=O)OCc2ccccc2)nc1CCNC(=O)OC(C)(C)C,0.4
O=C(CC1CC1)N1CC(=O)N2[C@H](CO)[C@H](c3ccc(-c4cccnc4)cc3)[C@H]2C1,-0.9
COc1ccc(S(=O)(=O)Nc2cccc3c2O[C@@H](CN(C)C(=O)Nc2cccc4ccccc24)[C@H](C)CN([C@@H](C)CO)C3=O)cc1,0.2
Cc1cccc(C)c1NC(=O)C1(C)CSCC(=O)N1Cc1cccc(C(F)(F)F)c1 (centres undefined),-1.1
# More results.
SMILES,TcdB inh
CCCN1CCCCC(NC(=O)c2ccccc2OC)C1=O (centres undefined),0.7
CCOC(=O)N1CCN(C(=O)C[C@H]2C[C@@]3(C(=O)OC)C(=C[C@H](C4CCCC4)O[C@@H]3C)N(Cc3ccccc3)C2=O)CC1,1.3
Brc1ccc(CN2CCN(c3ncc(Cc4ccccc4)cn3)CC2)cc1,0.5
CC(C)N(c1cc(=O)nc2ccccn12)C(C)C,0.5
COc1cccc(N)c1,-0.1
COc1cccc(S(=O)(=O)N2C[C@@H]3N[C@H](C2)C3c2ccc(-c3cccc(C(=O)N(C)C)c3)cc2)c1 (some centres undefined),-0.4&-0.2
COC(=O)[C@@]1(Sc2ccc(C)cc2)CC(=O)N(C(=O)C2CC2)[C@@H]1c1ccccc1,0.9
COC(=O)C1(N2CC3=C[C@@H]([C@@H](O)Cc4ccccc4)n4c(=O)n(C)c(=O)n4[C@@H]3[C@@H](C3CC3)O2)CCCC1,0.1
CCOC(=O)[C@]12CCC=C1N(Cc1ccc3c(c1)OCO3)C(=O)[C@H](CC(=O)NCc1cccs1)C2,-8.4
COC(=O)[C@]12C[C@H](CC(=O)NCCc3ccccc3OC)C(=O)N(Cc3ccccc3)C1=C[C@H](C1CCCC1)O[C@@H]2C,-0.3
CCCNC(=O)N1CC(=O)N2[C@H](C1)[C@H](c1ccc(C#Cc3cccc(OC)c3)cc1)[C@@H]2CO,-0.2
COc1ccc2c3c([nH]c2c1)[C@@H](CO)N(C(C)=O)CC31CCN(S(=O)(=O)c2ccccc2)CC1,0.7
COC(=O)c1ccc(CN2CC(=O)N3[C@H](CO)[C@H](c4ccc(-c5ccccc5F)cc4)[C@H]3C2)cc1,-0.9
Cc1ccc(C)c(N2CCN(C(c3ccccc3)c3nnnn3C(C)(C)C)CC2)c1 (centres undefined),-3.6
COCCNC(=O)[C@H]1[C@H](CO)[C@H]2Cn3c(cccc3=O)[C@H]2N1Cc1ccccc1OC,0.8
O=C(Nc1ccc(F)cc1)N1CC(=O)N2[C@H](C1)[C@@H](c1ccc(C#Cc3cccnc3)cc1)[C@@H]2CO,0.2
O=C(NCc1ccccc1)C1c2ccccc2OCC(=O)N1Cc1ccccc1 (centres undefined),0.0
CC(C)(C)NC(=O)C1c2ccccc2OCC(=O)N1CCCN1CCOCC1 (centres undefined),-9.1
Nc1nc2c(ncn2[C@@H]2O[C@H](C(=O)NCCCc3ccccc3)[C@@H](O)[C@H]2O)c(=O)[nH]1,0.5
C=CCN1C[C@H](C)N(C(c2ccc(C(=O)N(CC)CC)cc2)c2cccc(OC)c2)CC1C (some centres undefined),-0.8
O=C(NC1CCCCC1)N1CC(=O)N2[C@H](CO)[C@H](c3ccc(-c4cccnc4)cc3)[C@@H]2C1,0.2
O=C(NC1CCCCC1)N1CC(=O)N2[C@H](C1)[C@H](c1ccc(/C=C/c3ccccc3)cc1)[C@@H]2CO,-8.5
CN(C)c1ccc2c(c1)[C@@H]1C[C@H](CC(=O)N3CCCCC3)O[C@H](CO)[C@@H]1O2,-39
COCC#Cc1ccc([C@@H]2[C@H](CO)N3C(=O)CN(C(=O)CN4CCOCC4)C[C@@H]23)cc1,-0.9
CC(=O)N1CC(=O)N2[C@H](C1)[C@@H](c1ccc(C#Cc3cccnc3)cc1)[C@@H]2CO,-0.2

# 16 compounds already listed, arranged by molecular weight, high to low:
SMILES,TcdB inh
COC(=O)[C@]12C[C@H](CC(=O)NCCc3ccccc3OC)C(=O)N(Cc3ccccc3)C1=C[C@H](C1CCCC1)O[C@@H]2C,-0.3
COC(=O)C1(N2CC3=C[C@@H]([C@@H](O)Cc4ccccc4)n4c(=O)n(C)c(=O)n4[C@@H]3[C@@H](C3CC3)O2)CCCC1,0.1
COc1ccc2c3c([nH]c2c1)[C@@H](CO)N(C(C)=O)CC31CCN(S(=O)(=O)c2ccccc2)CC1,0.7
COC(=O)c1ccc(CN2CC(=O)N3[C@H](CO)[C@H](c4ccc(-c5ccccc5F)cc4)[C@H]3C2)cc1,-0.9
O=C(NC1CCCCC1)N1CC(=O)N2[C@H](C1)[C@H](c1ccc(/C=C/c3ccccc3)cc1)[C@@H]2CO,-8.5
CCCNC(=O)N1CC(=O)N2[C@H](C1)[C@H](c1ccc(C#Cc3cccc(OC)c3)cc1)[C@@H]2CO,-0.2
COCC#Cc1ccc([C@@H]2[C@H](CO)N3C(=O)CN(C(=O)CN4CCOCC4)C[C@@H]23)cc1,-0.9
Brc1ccc(CN2CCN(c3ncc(Cc4ccccc4)cn3)CC2)cc1,0.5
Nc1nc2c(ncn2[C@@H]2O[C@H](C(=O)NCCCc3ccccc3)[C@@H](O)[C@H]2O)c(=O)[nH]1,0.5
COC(=O)[C@@]1(Sc2ccc(C)cc2)CC(=O)N(C(=O)C2CC2)[C@@H]1c1ccccc1,0.9
Cc1ccc(C)c(N2CCN(C(c3ccccc3)c3nnnn3C(C)(C)C)CC2)c1 (centres undefined),-3.6
CC(C)(C)NC(=O)C1c2ccccc2OCC(=O)N1CCCN1CCOCC1 (centres undefined),-9.1
O=C(NCc1ccccc1)C1c2ccccc2OCC(=O)N1Cc1ccccc1 (centres undefined),0.0
CC(=O)N1CC(=O)N2[C@H](C1)[C@@H](c1ccc(C#Cc3cccnc3)cc1)[C@@H]2CO,-0.2
CCCN1CCCCC(NC(=O)c2ccccc2OC)C1=O (centres undefined),0.7
CC(C)N(c1cc(=O)nc2ccccn12)C(C)C,0.5

# Carrying on.
SMILES,TcdB inh
O=C(Nc1ccccc1F)N1CC2(C1)[C@@H](c1ccccc1)[C@@H](CO)N2C(=O)CC1CC1,0.8
COc1ccccc1CN1CC2(C1)[C@H](c1ccccc1)[C@H](CO)N2Cc1ccccc1,-0.1
CO[C@@H]1CN(C)C(=O)c2ccc(NC(=O)c3ccccc3)cc2OC[C@@H](C)N(C(=O)C2CC2)C[C@H]1C,-6.9
COc1cc(CN2CC3(CN(C)C3)c3c([nH]c4cc(OC)ccc34)[C@H]2CO)cc(OC)c1,3.5
CO[C@H]1CN(C)C(=O)c2ccc(NC(=O)NC(C)C)cc2OC[C@@H](C)N(S(C)(=O)=O)C[C@@H]1C,1.1
COc1ccc2c3c(n(C)c2c1)[C@@H](CO)N(CC1CC1)CC31CCN(C(=O)c2ccc3c(c2)OCO3)CC1,0.3
C[C@@H]1CN([C@H](C)CO)C(=O)c2ccccc2-c2ccccc2CO[C@@H]1CN(C)Cc1ccc(Oc2ccccc2)cc1,-2.6
COc1cccc(S(=O)(=O)N2[C@@H]3CNC[C@H]2C3c2ccc(-c3cccc(C)c3)cc2)c1 (some centres undefined),-1.4
CO[C@H]1CN(C)C(=O)c2cc(NC(=O)CC(F)(F)F)ccc2OC[C@H](C)N(C(=O)C2CCOCC2)C[C@@H]1C,-0.3
Cc1cc(C)cc(Cn2cc(CN3CC(N4CCCC4)CS3(=O)=O)nn2)c1 (centres undefined),-10
CCCCOCCCNC(=O)C[C@@H]1C[C@@]2(C(=O)OC)CC(C)(C)CC=C2N(Cc2ccco2)C1=O,2.3
CO[C@@H]1CN(C)C(=O)c2cc(NC(=O)c3nc4ccccc4s3)ccc2OC[C@H](C)N(Cc2cccnc2)C[C@H]1C,-0.2
Cc1cccc(C)c1NC(=O)C(C1CC1)n1c(=O)c(-c2cc3ccccc3[nH]2)nc2ccccc21 (centres undefined),1.0
C[C@H](CO)N1C[C@H](C)[C@H](CN(C)S(=O)(=O)c2ccc(F)cc2)Oc2ccc(NC(=O)Nc3ccc4c(c3)OCO4)cc2CC1=O,-0.1
CCCCOCCCNC(=O)C[C@@H]1C[C@@]2(C(=O)OCC)CCC=C2N(CCC2=CCCCC2)C1=O,0.5
N#C[C@@H]1[C@H](c2ccccc2C2=CCCCC2)[C@H](CO)N1C(=O)CN1CCOCC1,-0.8
O=C1c2ccccc2C(c2nnnn2Cc2ccccc2)N1CCc1ccc(O)cc1 (centres undefined),5.3
CCC(=O)NNC(=O)CCC(=O)Nc1ccccc1,1.0
O=C(c1cccc(F)c1)N1CC(=O)N2[C@@H](CO)[C@H](c3ccc(C#Cc4ccc(F)cc4)cc3)[C@@H]2C1,0.9
C[C@@H]1CN([C@@H](C)CO)C(=O)c2cc(NC(=O)Cc3ccccc3)ccc2O[C@@H](C)CCCCO[C@@H]1CN(C)C(=O)c1ccncc1,1.1
O=C(C1CCOCC1)N1CC(=O)N2[C@H](CO)[C@@H](c3ccc(C#CC4CCCCC4)cc3)[C@@H]2C1,0.9
C[C@H](O)[C@@H]1C(=O)N2CCc3c([nH]c4cccc(-c5ccccc5)c34)[C@@H]2C[C@@H]1N(C)C(=O)c1ccccc1,0.3
CCCC#Cc1ccc([C@H]2[C@@H](CO)N3C(=O)CN(C(=O)c4ccccc4)C[C@H]23)cc1,1.8
Cc1ccc(S(=O)(=O)N2[C@@H]3CNC[C@H]2C3c2ccc(-c3cccnc3)cc2)cc1 (some centres undefined),0.0&0.4
COc1cccc(CNC(=O)[C@@H]2CCCN2C(=O)[C@H]2CCCCN2C(=O)c2ccccc2)c1,1.3
# (next part)
SMILES,TcdB inh
COCC(=O)N1[C@@H](C#N)[C@@H](c2ccccc2-c2cccc(C)c2)[C@@H]1CO,1.3
C[C@@H]1CN([C@@H](C)CO)C(=O)Cc2cc(NC(=O)CCN3CCOCC3)ccc2O[C@@H]1CN(C)Cc1ccc(-c2ccccc2)cc1,1.8
CC(=O)Nc1cccc(NC(=O)CSc2nnnn2C)c1,1.0
Cc1ccccc1S(=O)(=O)N1CC(=O)N2[C@H](CO)[C@H](c3ccc(C#CC4CC4)cc3)[C@H]2C1,-0.1
O=C(c1cnccn1)N1CC(=O)N2[C@H](CO)[C@@H](c3ccc(-c4ccc(F)cc4)cc3)[C@H]2C1,-2.0
CCC(=O)N[C@@H]1C=C[C@@H](CC(=O)NCC2CC2)O[C@@H]1CO,0.3
COc1ccc2c3c([nH]c2c1)[C@H](CO)N(C(=O)c1ccncc1)CC31CCN(C(=O)c2ccncc2)CC1,0.8
COC(=O)N1Cc2ccnnc2CC1c1ccccc1-c1ccc(F)cc1 (centres undefined),1.9
CN1CCCCC(NC(=O)C(C)(C)C)C1=O (centres undefined),0.7
CCOc1ccc(CCN2C(=S)N([C@@H](Cc3ccccc3)CN3CCC[C@@H]3CN3C(=S)NC[C@@H]3CC(C)C)C[C@@H]2Cc2ccccc2)cc1,1.3
COc1ccc(C#Cc2ccc([C@@H]3[C@H]4CN(C(=O)c5ccccc5)CC(=O)N4[C@H]3CO)cc2)cc1,-0.5
CC(C)c1cc(Cn2c3ccccc3c(=O)n2C(C)Cn2cc(COc3ccccc3)nn2)on1 (centres undefined),1.7
COc1ccc(C[C@H]2CCn3cc(nn3)COC[C@H](CC(C)C)NC2=O)cc1,0.0
OC[C@@H]1Nc2ccc(-c3cccc(F)c3)cc2[C@@H]2[C@H]1CCN2Cc1ccc(F)cc1,-19
Cc1[nH]nc2c1C(c1cccc(C(F)(F)F)c1)N(Cc1ccccc1)C2=O (centres undefined),1.2
